B2AR arrestin = recruits beta-arrestin to the human beta2-adrenergic receptor; beta-arrestin recruitment to beta2AR, cell-based reporter; Potency, µM (doses to about 46.1 µM), inactives show at the highest dose activation, hits mostly activators; 330,000 tested, 0.02% active;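 further: potency means the concentration at half of the fitted maximal effect; 0% = DMSO controls and full agonism = EC100 isoproterenol or metaproterenol; nearly all actives have a fitted effect of over 65% in size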
a7 integrin act = activators of alpha7 integrin expression for muscular dystrophy; alpha7betagal myoblasts, beta-gal FDG fluorescence, 48 h; AID 624291; 350,000 tested, 0.064% active; Potency, µM (series often up to 38.3 µM), inactives show at the highest dose activation, usual class: activators;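 further: potency means the concentration at half of the fitted maximal effect; 100% = response of the positive control SU9516; nearly all actives have a fitted effect of over 60% in size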
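alpha7betagal+/- myoblasts (passage 13, 250/well) treated 48 h at 37C with compounds at 1:260 dilution of DMSO stock. Lysed, then beta-galactosidase activity read as FDG fluorescence (ex 480/em 540) after 30 min, with pre-read for autofluorescence.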
ELG1 repair inh = ELG1-dependent DNA repair inhibition | HEK293T ELG1-luciferase reporter, luminescence, 16 h; DNA damage induced by 5-fluorouridine | Potency, µM (series often up to 46.1 µM), inactives show at the highest dose activity change, negative = inhibition, hits mostly inhibitors | 330,000 tested, 2.3% active; further: potency means the concentration at half of the fitted maximal effect; on the % scale 0 is the no-effect control and ±100 the full control effect; nearly all actives have a fitted effect of over 55% in size
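DMSO vehicle served as the neutral condition. Each well held 2,000 cells given 5-fluorouridine plus compound; after 16 hr at 37 °C/5% CO2, ONE-Glo was added and luciferase measured 30 min later.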
A-T KAP1 phos = candidate therapy for ataxia-telangiectasia; […] A-T fibroblasts, KAP-1 phosphorylation AlphaLISA; neocarzinostatin DNA damage 30 min before lysis; Potency, µM (top dose mostly 57.5 µM), for the others: top-dose activation, usual class: activators; 320,000 tested, 0.19% active; AID 485349; further: potency means the concentration at half of the fitted maximal effect; % of control where 0% means no effect; nearly all actives have a fitted effect of over 45% in size
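ATM-like activity read as KAP-1 phosphorylation via AlphaLISA donor/acceptor antibody pairs after lysis and 6 hr at 25C. Cells were ATM-null patient fibroblasts ([…], hTERT), dosed 60 min, then exposed to the DSB inducer NCS for 30 min.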
MLL CXXC-DNA inh = inhibitors of human MLL CXXC domain-DNA interaction; Potency, µM (doses to about 115 µM), for inactives: at the top dose activity change, negative = inhibition, most hits filed as inhibitors; MLL-CXXC / FITC-HOXA9 DNA fluorescence polarization; AID 2662; 290,000 tested, 0.037% active; active means well fitted inhibition curve with a large enough effect in the polarisation, with a control signal flat, not every such curve was filed as active; inconclusive means small, poorly fitted or top-dose-only effect, or effect the other way, or a change in a side signal; inactive means no such curve, though single readings can be large or run the other way; the % refers to the polarisation; further: potency means the concentration at half of the fitted maximal effect
Target sequence (Q03164 whole entry, looked up, the tested form may be a part): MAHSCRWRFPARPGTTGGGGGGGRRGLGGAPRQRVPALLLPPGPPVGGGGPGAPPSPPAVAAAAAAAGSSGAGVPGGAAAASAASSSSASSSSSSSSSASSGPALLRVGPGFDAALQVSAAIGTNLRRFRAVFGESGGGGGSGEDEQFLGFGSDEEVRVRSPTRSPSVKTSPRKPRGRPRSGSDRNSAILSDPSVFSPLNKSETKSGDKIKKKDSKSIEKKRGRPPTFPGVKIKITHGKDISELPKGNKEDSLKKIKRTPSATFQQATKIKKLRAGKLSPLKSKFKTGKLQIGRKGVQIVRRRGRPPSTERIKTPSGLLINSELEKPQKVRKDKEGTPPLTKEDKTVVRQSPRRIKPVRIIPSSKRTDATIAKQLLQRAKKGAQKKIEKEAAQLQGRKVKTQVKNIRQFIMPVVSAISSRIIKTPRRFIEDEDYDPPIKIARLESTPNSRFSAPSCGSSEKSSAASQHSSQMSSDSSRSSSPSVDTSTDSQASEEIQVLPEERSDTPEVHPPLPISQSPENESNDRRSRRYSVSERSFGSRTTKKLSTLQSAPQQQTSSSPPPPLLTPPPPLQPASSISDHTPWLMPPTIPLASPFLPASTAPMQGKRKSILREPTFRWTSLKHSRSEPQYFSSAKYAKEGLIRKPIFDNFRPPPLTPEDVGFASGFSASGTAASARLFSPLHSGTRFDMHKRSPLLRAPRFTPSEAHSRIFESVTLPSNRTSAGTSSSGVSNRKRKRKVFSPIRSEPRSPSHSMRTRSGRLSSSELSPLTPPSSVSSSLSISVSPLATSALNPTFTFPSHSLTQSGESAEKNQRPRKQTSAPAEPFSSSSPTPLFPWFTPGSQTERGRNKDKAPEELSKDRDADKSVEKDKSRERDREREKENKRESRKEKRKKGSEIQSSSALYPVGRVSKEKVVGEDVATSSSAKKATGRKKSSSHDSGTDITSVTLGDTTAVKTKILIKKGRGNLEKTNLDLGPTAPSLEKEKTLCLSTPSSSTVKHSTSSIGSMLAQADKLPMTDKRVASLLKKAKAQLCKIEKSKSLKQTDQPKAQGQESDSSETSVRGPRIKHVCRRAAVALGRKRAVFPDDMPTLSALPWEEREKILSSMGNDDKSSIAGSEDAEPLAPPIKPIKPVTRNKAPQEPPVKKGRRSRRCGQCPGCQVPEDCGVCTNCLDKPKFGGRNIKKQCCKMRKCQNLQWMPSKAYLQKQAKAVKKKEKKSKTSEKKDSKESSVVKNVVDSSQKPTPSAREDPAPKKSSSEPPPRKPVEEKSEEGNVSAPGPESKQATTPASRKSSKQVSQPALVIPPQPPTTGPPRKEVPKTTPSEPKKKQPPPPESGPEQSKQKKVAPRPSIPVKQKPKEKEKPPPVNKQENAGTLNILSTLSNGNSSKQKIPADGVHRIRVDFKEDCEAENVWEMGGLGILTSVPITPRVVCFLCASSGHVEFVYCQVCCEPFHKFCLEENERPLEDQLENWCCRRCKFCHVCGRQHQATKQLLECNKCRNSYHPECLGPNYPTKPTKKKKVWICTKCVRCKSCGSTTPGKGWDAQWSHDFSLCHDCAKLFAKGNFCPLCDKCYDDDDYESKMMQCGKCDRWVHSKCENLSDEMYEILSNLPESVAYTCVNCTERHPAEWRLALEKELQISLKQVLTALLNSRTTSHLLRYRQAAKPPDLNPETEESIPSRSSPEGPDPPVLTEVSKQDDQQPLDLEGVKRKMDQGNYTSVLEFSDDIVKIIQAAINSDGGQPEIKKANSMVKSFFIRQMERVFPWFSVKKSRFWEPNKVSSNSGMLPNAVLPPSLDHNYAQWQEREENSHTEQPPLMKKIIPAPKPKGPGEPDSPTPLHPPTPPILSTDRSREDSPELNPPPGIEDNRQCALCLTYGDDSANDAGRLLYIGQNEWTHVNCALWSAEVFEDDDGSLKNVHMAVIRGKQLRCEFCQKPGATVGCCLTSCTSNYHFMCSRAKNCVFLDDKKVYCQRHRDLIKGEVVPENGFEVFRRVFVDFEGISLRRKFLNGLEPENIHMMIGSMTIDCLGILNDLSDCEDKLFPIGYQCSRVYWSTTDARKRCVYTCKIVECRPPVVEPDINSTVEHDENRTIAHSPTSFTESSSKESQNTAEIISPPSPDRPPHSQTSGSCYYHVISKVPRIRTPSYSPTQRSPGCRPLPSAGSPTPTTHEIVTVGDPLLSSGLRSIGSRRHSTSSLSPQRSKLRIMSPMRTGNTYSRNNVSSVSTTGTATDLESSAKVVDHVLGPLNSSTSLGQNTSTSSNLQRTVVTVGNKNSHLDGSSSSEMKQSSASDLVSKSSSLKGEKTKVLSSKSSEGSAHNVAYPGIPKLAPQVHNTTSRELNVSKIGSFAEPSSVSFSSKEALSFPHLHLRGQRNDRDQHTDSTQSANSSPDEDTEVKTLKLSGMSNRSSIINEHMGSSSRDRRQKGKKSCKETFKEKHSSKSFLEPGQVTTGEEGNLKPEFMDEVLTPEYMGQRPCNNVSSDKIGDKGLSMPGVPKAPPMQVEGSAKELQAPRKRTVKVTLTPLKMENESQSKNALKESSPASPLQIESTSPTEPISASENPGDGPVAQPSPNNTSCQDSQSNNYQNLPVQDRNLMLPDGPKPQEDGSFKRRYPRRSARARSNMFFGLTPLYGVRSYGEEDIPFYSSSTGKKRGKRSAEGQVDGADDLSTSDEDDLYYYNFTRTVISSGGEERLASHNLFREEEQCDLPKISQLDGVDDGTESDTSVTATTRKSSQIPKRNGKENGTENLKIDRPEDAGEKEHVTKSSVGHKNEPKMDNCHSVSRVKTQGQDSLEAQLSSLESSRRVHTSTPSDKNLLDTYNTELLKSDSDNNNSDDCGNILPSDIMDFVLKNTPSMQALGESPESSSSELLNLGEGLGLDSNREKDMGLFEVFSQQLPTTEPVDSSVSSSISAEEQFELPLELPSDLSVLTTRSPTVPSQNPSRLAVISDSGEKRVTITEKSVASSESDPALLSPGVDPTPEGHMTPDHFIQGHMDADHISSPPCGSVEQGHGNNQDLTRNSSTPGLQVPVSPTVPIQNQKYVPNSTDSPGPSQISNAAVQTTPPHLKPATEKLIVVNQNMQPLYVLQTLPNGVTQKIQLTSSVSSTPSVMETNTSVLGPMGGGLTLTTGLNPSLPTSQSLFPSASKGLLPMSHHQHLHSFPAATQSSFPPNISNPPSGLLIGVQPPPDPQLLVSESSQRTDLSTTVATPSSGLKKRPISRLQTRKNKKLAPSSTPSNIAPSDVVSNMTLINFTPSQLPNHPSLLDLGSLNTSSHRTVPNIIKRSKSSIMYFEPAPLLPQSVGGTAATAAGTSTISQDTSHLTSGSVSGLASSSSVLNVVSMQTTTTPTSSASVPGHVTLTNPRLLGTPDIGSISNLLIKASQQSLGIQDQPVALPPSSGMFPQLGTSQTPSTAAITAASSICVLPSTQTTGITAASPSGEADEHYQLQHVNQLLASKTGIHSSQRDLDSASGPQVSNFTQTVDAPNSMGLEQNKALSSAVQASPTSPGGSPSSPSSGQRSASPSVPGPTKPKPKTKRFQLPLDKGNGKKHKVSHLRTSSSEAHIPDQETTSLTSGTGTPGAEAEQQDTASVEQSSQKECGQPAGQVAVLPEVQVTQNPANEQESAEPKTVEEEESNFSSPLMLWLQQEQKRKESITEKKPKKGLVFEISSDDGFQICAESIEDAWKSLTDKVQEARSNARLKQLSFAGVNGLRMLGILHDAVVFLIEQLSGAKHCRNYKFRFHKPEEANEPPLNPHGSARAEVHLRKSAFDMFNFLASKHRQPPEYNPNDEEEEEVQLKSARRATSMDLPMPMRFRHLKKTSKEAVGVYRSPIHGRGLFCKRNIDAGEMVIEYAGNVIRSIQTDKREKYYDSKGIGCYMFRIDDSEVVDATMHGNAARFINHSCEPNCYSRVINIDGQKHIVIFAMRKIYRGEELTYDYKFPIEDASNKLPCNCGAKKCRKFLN
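Purified MLL-CXXC (added from a 7 uM solution) was preincubated 5 min at ambient with pinned compounds in 50 mM Tris-HCl pH 7.5, 50 mM NaCl, 1 mM DTT, 0.05% BSA. Fluorescein-labeled HOX-A9 DNA (50 nM solution) followed, 30 min, then polarization read.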
TRPV1 ag = human TRPV1 agonism | TRPV1-expressing cells, Fluo-8 calcium influx, agonist mode | activation, % at 8.33 µM | 320,000 tested, 0.19% active | AID 540275; in the data active means activation above about 80%; inconclusive means between about 30% and that limit; further: 0% is about no effect
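TRPV1-expressing cells were cultured overnight at 35.5C and loaded with Fluo-8 calcium dye for 40 to 90 min at room temperature. After a 10 s baseline, compound was added and calcium influx was read kinetically for 3 min (ex 480/em 520 nm).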
TSG101-PTAP inh = blocks PTAP/TSG101 interaction to inhibit HIV-1 budding. Fluorescence polarization, FITC-PTAP peptide / Tsg101 binding. 340,000 tested, under 10 active. Q99816. Potency, µM (top dose mostly 115 µM), without a hit: at the top dose activity change, negative = inhibition, hits mostly inhibitors; active means well fitted inhibition curve with a large enough effect in the main read-out, with a control signal flat, not every such curve was filed as active; inconclusive means small, poorly fitted or top-dose-only effect, or effect the other way, or a change in a side signal; inactive means no such curve, though single readings can be large or run the other way; further: potency means the concentration at half of the fitted maximal effect; % of control where 0% means no effect
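Fluorescence anisotropy tracks displacement of a FITC-tagged PTAP peptide (50 nM) from the Tsg101 binding domain (10 uM), following a 20 min room-temperature incubation at pH 7.5.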
p53 reactivator = re-activators of mutant p53; Potency, µM (titrated, usually from 92.2 µM), for the others: at the highest dose activity change, positive = activation, most hits filed as activators; 320,000 tested, 0.063% active; H1299 p53-A138V BP100-luciferase reporter, luminescence, 24 h; further: potency means the concentration at half of the fitted maximal effect; % of control where 0% means no effect; nearly all actives have a fitted effect of over 45% in size
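H1299 (p53-null), stable ts p53-A138V + BP100-Luc; 1000 cells/well, Opti-MEM/10% FBS; cpd 4 pt, 1:5; 24 h, 37 deg C, 5% CO2; detection reagent 10 min RT; luminescence.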
BRCA1 expr act = increases BRCA1 expression; MCF7-BRCA1-FFLuc reporter, luminescence, 48 h; response scale: scaled: vehicle 0%, 10 µM genistein 100%; Potency, µM (titrated, usually from 46.1 µM), without a hit: top-dose activation, most hits filed as activators; 380,000 tested, 1.1% active; AID 624202; further: potency means the concentration at half of the fitted maximal effect; nearly all actives have a fitted effect of over 80% in size; some results filed as inactive show a strong effect at the top dose
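Cells: MCF7-BRCA1-FFLuc, 2000/well. Exposure: 48 h, 37 °C, 5% CO2. Read: luminescence, 15 min post-substrate. Controls: genistein 10 microM (maximal activation), DMSO (neutral).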
TCR activator = activators of T cell receptors | primary human leukocytes, anti-CD3, IL-2 HTRF, 48 h | Potency, µM (series often up to 9.22 µM), without a hit: at the top dose activation of IL-2 secretion, usual class: activators | 330,000 tested, under 10 active | AID 504894; further: % of control where 0% means no effect
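Human primary leukocytes + a-CD3 beads + cpd, 48 hr; IL-2 in supernatant by HTRF (ex 320nm / em 665nm). No co-stimulatory signal supplied.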
* marks the source's active call; other numbers are inactive results; ? = inconclusive; nt = no result given; [ ] = another dose, or the depositor's remark. Unless noted, the call rests on the fitted dose curve; in most records, active means well fitted curve in the direction sought with a large enough effect; inconclusive means small, poorly fitted or top-dose-only effect, or another doubt; inactive means no such curve, though single readings can be large; an effect the other way counts as inactive or inconclusive.

Molecule	MLL CXXC-DNA inh	A-T KAP1 phos	B2AR arrestin	a7 integrin act	p53 reactivator	BRCA1 expr act	TCR activator	TSG101-PTAP inh	TRPV1 ag	ELG1 repair inh
O=C(Nc1ncc2c(n1)CC(c1cccc(Cl)c1)CC2=O)c1ccco1 (centres undefined)	1%	13µM*	3.5%	18%	-31%[inhibitor]	25%	-4%	-1%	30	-26%
COc1ccccc1N1CCN(C(=O)C2CCN(S(=O)(=O)N3CCOCC3)CC2)CC1	-3%	-3%	0.0%	0%	1%	3%	2%	-2%	1	-2%
COc1ccc(OCC(O)CNS(=O)(=O)c2ccc(C)cc2)cc1 (centres undefined)	7%	0%	-0.1%	10%	-1%	-6%	-1%	-5%	3	-15%
O=C(CN1CCN(c2ccccc2F)CC1)Nc1ccc2c(c1)CCC2	32%[activator]	-1%	0.1%	5%	5%	3%	2%[46.1 µM]	-2%	?	0%
O=C(NCc1cccs1)C(=O)NCC(c1ccco1)N1CCN(c2ccccc2)CC1 (centres undefined)	13%	-1%	0.2%	8%	-2%	-22%	-3%	-6%	8	?
O=[N+]([O-])c1ccccc1S(=O)(=O)c1ccccc1	?	1%	-0.7%	-42%	4%	-3%	-4%	-2%	4	-16%
COc1ccc(-c2cc(C#N)nc(N3CCNCC3)n2)cc1	?	0%	-0.9%	0%	2%	-56%	2%	2%	1	-11%
CN1C(=O)/C(=C2/C=Cc3ccccc3N2CCCS(=O)(=O)O)SC1=S	2%	-12%	-0.2%	12%	4%	16%	6%	-4%	-2	18%
CC(c1ccccc1)n1c(N2CCN(C)CC2)nc2c1c(=O)[nH]c(=O)n2C (centres undefined)	-9%	5%	0.3%	-21%	-6%	2%	nt	-3%	-1	12%
CCOC(=O)C1C(=O)NC(SCC(=O)OC)=C(C#N)C1c1ccccc1OCC (centres undefined)	-4%	nt	nt	-9%[7.66 µM]	nt	3%	6%	-8%	-2	nt
N#CC(C#N)=C(Nc1ccc(F)cc1)SCc1cccc(Br)c1	0%	6%	-0.7%	-59%[inhibitor]	7%	-73%	-16%[46.1 µM]	-1%	17	?
CCOC(=O)C1=CN2CCCC[C@@H]2CC1=O	nt	10%	2.3%	7%	1%	22%	-1%	-9%	nt	11%
CSc1ccc(/C=N/NC(=O)CNc2ccc3ccccc3c2)cc1	6%	-3%	-0.4%	-21%	-13%	-68%	-3%[46.1 µM]	0%	-1	7%
CC(CCc1ccccc1)NC(=O)C1CCN(S(=O)(=O)c2cnc[nH]2)CC1 (centres undefined)	7%	-10%	-0.2%	3%	-18%	0%	4%	0%	-1	-4%
COc1cccc(/C=C/C(=O)OCC(=O)NCc2ccc3c(c2)OCO3)c1	nt	1%	-1.0%	-8%	2%	11%	5%	-4%	nt	10%
COC(=O)[C@@H]1CC[C@H](C)[C@@H](c2ccc(C)cc2)N1C(=O)c1ccc(/C=N/OCC[C@@H]2C=C[C@H](OC(C)=O)[C@@H](COC(C)=O)O2)cc1	-3%	11%	-1.0%	nt	-6%	nt	nt	nt	0	?
Cc1ccc(CN2CCNC(=O)C2CC(=O)N(C)Cc2cnccn2)cc1 (centres undefined)	?	3%	-1.0%	-17%	4%	15%	-1%	-10%	1	23%
O=[N+]([O-])c1cc(S(=O)(=O)O)cc([N+](=O)[O-])c1NN(c1ccccc1)c1ccccc1	0%	-17%	0.4%	?	3%	-22%	5%	-5%	-1	-5%
O=C(Nc1ccccc1)OCCOc1ccccc1	8%	-3%	0.5%	8%[7.66 µM]	?	?	-4%	-1%	?	?
COc1cc2c(cc1OC)/C(=C/C(=O)c1ccc(NC(C)=O)cc1)NCC2	-5%	-7%	5.7%	12%	-11%	-26%	-5%	-1%	2	-12%
Cc1ccc(-c2cn3cc(C)ccc3n2)cc1	7%	6%	-0.2%	11%	-4%	-77%[inhibitor]	-7%	-2%	-10	?
CC(C)[C@H](NC(=O)Cc1ccccc1)C(=O)OCc1cc(=O)n2c(n1)sc1ccccc12	3%	2%	-1.0%	-4%	-4%	-2%	0%[46.1 µM]	2%	0	2%
CCCCCOc1ccc(C(=O)OCC(=O)Nc2cc(C)c(C)cc2[N+](=O)[O-])cc1	-3%	nt	-1.3%	-15%	7%	10%	-3%[46.1 µM]	1%	2	7%
Cc1ccc(C)c(NS(=O)(=O)c2ccc(OCC(=O)N3CCCC3)cc2)c1	4%	0%	-0.2%	38%	-4%	-24%	-2%	-10%	-5	-1%
COc1ccc(CNCCNC(=O)c2ccco2)c(OC)c1OC	7%	1%	0.9%	-15%	2%	-24%	nt	-3%	1	-1%
COc1cc(C2(c3ccc(O)c(OC)c3)C(=O)Nc3c(C)cc(Br)cc32)ccc1O	nt	nt	nt	3%	nt	-69%	0%	-3%	nt	nt
OC1CCCCC1Sc1nc2ccccc2s1 (centres undefined)	0%	4%	0.4%	17%	18%	?	-5%	-8%	7	?
CS(=O)CSc1nc2c(cc1C#N)CCCC2 (centres undefined)	8%	-2%	-0.5%	12%	1%	-2%	2%	-5%	-6	?
CCCNC(=S)NC1CC2CCCC(C1)N2Cc1ccc(F)cc1 (centres undefined)	-4%	3%	4.9%	?	nt	-42%	-3%	-1%	15	-14%
CCC(C)c1ccc(N(CC(=O)NC(C)(C)C)C(=O)CNC(=O)c2cccs2)cc1 (centres undefined)	6%	12%	-1.1%	-6%	-1%	-18%	-2%	-3%	1	-10%
CCCCCOc1ccc(/C=c2\sc3ncnn3c2=O)cc1	-4%	7%	0.0%	nt	0%	nt	nt	nt	0	11%
COc1ccc(CNC(=O)COc2ccc(C)nc2[N+](=O)[O-])cc1	16%	13%	0.1%	-24%	-1%	-6%	-1%	2%	3	3%
O=C(CNc1cccc(C(F)(F)F)c1)N/N=C/c1cccc(Br)c1	-1%	-1%	-0.2%	-12%	-5%	-63%	8%[46.1 µM]	2%	11	2%
CNC(=S)N1CCn2cccc2C1c1ccc(F)cc1 (centres undefined)	?	-2%	-0.2%	-16%	1%	-14%	14%	1%	0	14%
CC(C)[C@H](NS(=O)(=O)c1cccc(Cl)c1)C(=O)OCC(=O)N1CCN(c2ccccc2)CC1	-2%	-11%	3.2%	-39%	-8%	-2%	4%[46.1 µM]	-4%	5	?
COc1cc(OC)cc(C(=O)Nc2nnc(SCC(=O)NCc3ccco3)s2)c1	-6%	49%	-1.2%	-14%	-8%	39%	-26%	-5%	0	21%
COc1ccc(N2CCN(c3ncnc4sc(C(=O)NCC5CCCO5)c(C)c34)CC2)cc1 (centres undefined)	22%	19%	0.4%	14%	-9%	-17%	10%	1%	-2	?
COC(=O)c1ccc(S(=O)(=O)NCc2ccc(OC)cc2)n1C	2%	-8%	-0.3%	-2%	-5%	-10%	-4%	-2%	-1	-16%
O=C(/C=C/c1ccccc1Cl)N1CCCN(C(=O)/C=C/c2ccccc2Cl)CC1	23%	5%	-0.3%	-11%	10%	19%	2%[46.1 µM]	-2%	2	10%
COc1cc2c(c(O)c1OC)-c1c(cc(OC)c(OC)c1OC)C[C@@H](C)[C@@H](C)C2	0%	20µM*	-0.6%	8%	-1%	-25%	1%	0%	28	7%
CCOc1ccc(Cl)cc1S(=O)(=O)NCc1cccnc1	-4%	nt	-0.2%	-11%	-5%	4%	2%	0%	-2	0%
C#CCNc1c(C)c(C)nc2ncnn12	7%	-1%	-0.1%	17%	1%	2%	4%	-3%	2	1%
O=C(Cn1cc([N+](=O)[O-])cn1)Nc1ccn(Cc2c(F)c(F)c(F)c(F)c2F)n1	5%	-10%	0.1%	30%	10%	6%	4%	-4%	-1	7%
COc1cc(C(=O)O)nc(OC)n1	-8%	1%	-0.4%	-13%	0%	0%	4%	-6%	1	16%
O=C(CSc1cccc[n+]1[O-])Nc1ccc(Cl)cc1F	nt	1%	-0.4%	-11%	6%	6%	6%	-1%	nt	24%
O=C(CCCN1C(=O)/C(=C\c2ccccc2)SC1=S)Nc1ccc(C(=O)O)cc1	-1%	-1%	0.1%	12%	2%	-48%	0%	6%	1	-14%
Cc1nnc2c(NCC(C)c3ccccc3)nc3ccccc3n12 (centres undefined)	?	-2%	0.3%	-5%	2%	-29%	-8%	-2%	22	-11%
CCOC(=O)C1CCN(S(=O)(=O)c2ccc3c(c2)N(C(C)=O)CC(C)S3)CC1 (centres undefined)	47%[activator]	15%	-1.4%	0%	6%	0%	-2%	0%	7	7%

Complete entries as entered above.
COc1cc(OC)cc(C(=O)Nc2nnc(SCC(=O)NCc3ccco3)s2)c1 across the screens: MLL CXXC-DNA inh: -6%; A-T KAP1 phos: 49%; B2AR arrestin: -1.2%; a7 integrin act: -14%; p53 reactivator: -8%; BRCA1 expr act: 39%; TCR activator: -26%; TSG101-PTAP inh: -5%; TRPV1 ag: 0; ELG1 repair inh: 21%
Cc1nnc2c(NCC(C)c3ccccc3)nc3ccccc3n12 (centres undefined) across the screens: MLL CXXC-DNA inh: ?; A-T KAP1 phos: -2%; B2AR arrestin: 0.3%; a7 integrin act: -5%; p53 reactivator: 2%; BRCA1 expr act: -29%; TCR activator: -8%; TSG101-PTAP inh: -2%; TRPV1 ag: 22; ELG1 repair inh: -11%

Source: PubChem BioAssay (National Center for Advancing Translational Sciences (NCATS))
